APJ agonist: activates the human apelin receptor APJ | hit rate 0.11% among 330,000 | activation, % at 20 µM | P35414 | CHO-K1 APJ PathHunter beta-arrestin, luminescence; 0% DMSO wells, 100% apelin;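 active = activation more than six SD over the plate average, tested at 20 µM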;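 also: 0% = DMSO alone and 100% = apelin-13 at 10 nM; some results filed as inactive read as strong as hits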
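Assay system: engineered CHO-K1 APJ arrestin reporter cells; Amount: 1000 CHO-K1 reporter cells seeded per well; Dosing: one dose, 20 µM compound, 1% DMSO; Times: compound stimulation 90 min at 25 °C, detection 60 min; Measured by: luminescent beta-gal fragment complementation, chemiluminescent substrate; Read-out: APJ–arrestin association signal; Controls: DMSO vs Apelin-13 10 nM.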
CHOP UPR activ: apoptotic UPR (CHOP) activation. CHO-CHOP luciferase reporter, luminescence; percent of tunicamycin response over DMSO baseline. activation, % at 10 µM. hit rate 0.34% among 330,000. AID 449763;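 active = at 10 µM dose, activation of 40% or more, normalized to positive control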;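 also: 100% = tunicamycin at 10 µg/mL and 0% = DMSO alone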
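Dosing – one dose, 10 µM in 0.5% DMSO · System – CHO-CHOP cells, stable luciferase reporter of PERK-eIF2a-CHOP signalling · Input – 500 cells/well · Control set – tunicamycin 10 µg/mL final as positive, DMSO-only wells as negative · Timing – 6 h compound treatment, 37 °C · Measure – % activation vs tunicamycin · Technique – luminescence read with Steady-Glo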
UPR XBP1 act: activators of adaptive arm of unfolded protein response (XBP1) | hit rate 0.33% among 330,000 | activation, % at 20 µM | CHO-XBP1 luciferase reporter, IRE1-XBP1 UPR activation, luminescence; percent of tunicamycin response, DMSO as zero;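 active = versus positive control, 20 µM dose yields 30% or more activation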;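 also: 100% = tunicamycin at 10 µg/mL and 0% = DMSO only wells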
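Material: IRE1-XBP1 luciferase reporter CHO line / Quantity: one thousand reporter cells per well / Buffer or medium: F12 with 10% serum / Compound: 20 µM single concentration, DMSO 1% / Times: 6 h treatment, 37 °C / Detection: Steady-Glo luciferase glow luminescence, 10 min after reagent addition / Benchmarks: tunicamycin high, DMSO low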
NALP3 yeast inh: blocks the NALP3 inflammasome reconstituted in yeast. Yeast reconstituted NLRP3/ASC/caspase-1, beta-gal luminescence, 24 h. hit rate 0.39% among 330,000. inhibition, % at 10 µM;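 active = inhibition of 50% or more; inactive = inhibition below 50%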;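 also: plate controls were induced DMSO wells for no effect and uninduced yeast grown without galactose for full effect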
tim23-1 inh: inhibits growth of tim23-1 mutant yeast | S. cerevisiae tim23-1 growth, BacTiter-Glo luminescence, 24 h | inhibition, % at 20 µM | hit rate 1.3% among 330,000;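 active = growth inhibition of the mutant yeast at or above 50%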;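 also: temperature-sensitive mutant grown at 25 °C; plate controls were DMSO-treated mutant yeast for no effect and medium wells lacking yeast for full effect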
GRIN3A LBD mod: NR3A (human) ligand-binding domain modulation. NR3A LBD differential scanning fluorimetry, Tm shift; 0% = protein alone, 100% = glycine-bound protein. Tm shift relative to glycine control, % at 25 µM. hit rate 2.5% among 340,000. AID 1259313;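 active = melting temperature shift of at least 10% of the positive control shift, at one fixed dose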
TIM10 inh: TIM10 yeast growth inhibition; S. cerevisiae TIM10 strain growth, BacTiter-Glo luminescence, 24 h; inhibition, % at 10 µM; hit rate 1.4% among 330,000; AID 463195;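 active = inhibition of 40% or more at the single tested concentration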;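 also: wild-type TIM10 isogenic control strain grown at permissive 25 °C; 0% = DMSO yeast wells and 100% = minimal medium wells without yeast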
tim10-1 inh: growth inhibitors of tim10-1 mutant yeast | S. cerevisiae tim10-1 ts strain growth, BacTiter-Glo, 24 h | inhibition, % at 20 µM | hit rate 2.2% among 330,000;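 active = inhibition of at least 40%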;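 also: mutant grown at 25 °C; 0% = DMSO wells with yeast and 100% = wells holding no yeast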
Mdm2-MdmX inh: human Mdm2/MdmX binding inhibition; O15151+Q00987; SaOS-2 split-luciferase Mdm2/MdmX complementation, luminescence; inhibition, % at 8 µM; hit rate 3% among 330,000;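 active = inhibition of at least 50% at 8 µM in the primary screen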
Target sequence (O15151 whole entry, looked up): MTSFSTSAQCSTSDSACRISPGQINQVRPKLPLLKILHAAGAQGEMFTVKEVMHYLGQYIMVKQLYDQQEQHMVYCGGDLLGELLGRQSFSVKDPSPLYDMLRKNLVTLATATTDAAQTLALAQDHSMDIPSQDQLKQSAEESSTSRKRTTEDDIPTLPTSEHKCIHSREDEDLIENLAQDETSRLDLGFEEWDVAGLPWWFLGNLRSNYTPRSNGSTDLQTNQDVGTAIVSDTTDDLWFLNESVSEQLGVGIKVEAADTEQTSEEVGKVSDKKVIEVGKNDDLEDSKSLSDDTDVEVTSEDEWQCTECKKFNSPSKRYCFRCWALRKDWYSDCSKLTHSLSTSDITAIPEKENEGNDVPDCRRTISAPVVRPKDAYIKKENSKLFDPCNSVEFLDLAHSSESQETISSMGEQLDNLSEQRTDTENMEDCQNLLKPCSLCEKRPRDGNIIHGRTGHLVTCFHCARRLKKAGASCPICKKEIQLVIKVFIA
Target sequence (Q00987 whole entry, looked up): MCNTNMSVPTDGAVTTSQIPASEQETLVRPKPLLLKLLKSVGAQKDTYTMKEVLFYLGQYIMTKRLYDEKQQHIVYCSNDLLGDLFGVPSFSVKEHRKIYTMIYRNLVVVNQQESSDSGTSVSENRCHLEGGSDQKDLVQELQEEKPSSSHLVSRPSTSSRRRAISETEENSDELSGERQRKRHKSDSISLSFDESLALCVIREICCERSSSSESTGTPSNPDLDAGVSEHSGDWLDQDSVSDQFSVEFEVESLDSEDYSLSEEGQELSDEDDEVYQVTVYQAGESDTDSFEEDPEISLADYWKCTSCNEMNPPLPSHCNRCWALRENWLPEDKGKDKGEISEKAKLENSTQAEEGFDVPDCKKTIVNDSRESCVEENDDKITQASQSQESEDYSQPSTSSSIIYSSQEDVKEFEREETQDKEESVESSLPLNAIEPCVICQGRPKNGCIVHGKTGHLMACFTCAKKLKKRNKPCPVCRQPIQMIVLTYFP
* = called active by the depositor.

SMILES | APJ agonist | CHOP UPR activ | UPR XBP1 act | NALP3 yeast inh | tim23-1 inh | GRIN3A LBD mod | TIM10 inh | tim10-1 inh | Mdm2-MdmX inh
COc1ccc2c(c1)C(c1ccccc1)=NNC(c1ccco1)=N2 | -3 | 0.3 | -5 | 23 | 32 | -1 | 9 | 5 | 28
Cc1ccc(CSc2nc3c(c(=O)[nH]c(=O)n3C)n2CCC(C)C)cc1 | -4 | -0.7 | 7 | 26 | 14 | 0 | -31 | 9 | 34
CC(C(=O)NCc1cccs1)N1C(=O)c2ccccc2C1=O (stereo not given) | -2 | -0.7 | -5 | -8 | 5 | -2 | -12 | 2 | 8
CNC(=S)N/N=C/c1ccc(OCC(=O)Nc2c(C)cc(C)cc2C)c(OC)c1 | 4 | 0.6 | -1 | 15 | 12 | -1 | 17 | 34 | 21
O=C(Nc1c2c(nn1-c1ccc([N+](=O)[O-])cc1)CS(=O)(=O)C2)c1ccccc1F | -11 | 1.6 | -3 | 8 | 9 | 0 | -1 | -2 | 0
CCOC(=O)c1cc(NC(=O)C2C3C=CC(O3)C2C(=O)O)cc(C(=O)OCC)c1 (stereo not given) | -3 | -1.4 | 1 | 26 | 6 | 3 | 8 | -8 | -2
COc1cccc(NC(=O)CNC(=O)c2ccc([N+](=O)[O-])cc2)c1 | 2 | -0.7 | -1 | 6 | -18 | 1 | -25 | -11 | -10
CNc1c(NS(=O)(=O)c2ccc(C3CCCCC3)cc2)c(=O)oc2ccccc12 | 1 | -0.1 | 6 | 1 | -14 | -3 | -20 | -5 | 6
OCCN(Cc1ccccc1)C(=S)Nc1ccc(F)cc1 | 0 | -2.5 | -3 | -2 | 18 | 0 | 0 | 0 | 9
Cc1noc(C)c1C(=O)OC(C)C(=O)Nc1ccc(S(=O)(=O)NC(C)C)cc1 (stereo not given) | -2 | -1.1 | -5 | 16 | -5 | -4 | 6 | 6 | 5
COc1ccccc1-c1noc(CCC(=O)Nc2ccccc2Cl)n1 | -2 | 1.0 | -3 | 19 | -4 | 4 | -3 | 9 | 11
CCN(Cc1ccccc1)C(=O)C1CCC(CNc2c(N3CCOCC3)c(=O)c2=O)CC1 (stereo not given) | 1 | -0.2 | -2 | 18 | 8 | 2 | 11 | 12 | -14
CC(C)c1ccc(CN2C(=O)NC3(CCCCCC3)C2=O)cc1 | 1 | 1.8 | 2 | 3 | 34 | -1 | 21 | 20 | 18
O=NN(CCCl)C(=O)NCCCl | -2 | -1.7 | -10 | -6 | -6 | 0 | -1 | 10 | 20
CCOC(=O)c1c(-c2ccc(OC)cc2)csc1/N=C/C1C(=O)CCCC1=O | -3 | 2.0 | -3 | 33 | 16 | -2 | 6 | 17 | 5
COc1cc(/C=N/NC(=S)Nc2cccc(S(=O)(=O)N(C)C)c2)cc(OC)c1O | 3 | 3.8 | 0 | -11 | 27 | 3 | 21 | 17 | 13
Cc1ccc(S(=O)(=O)N(C)CCCC(=O)NC(C)(C)C)cc1 | -1 | -0.9 | -2 | 6 | 7 | 1 | -4 | -13 | -16
CC1=CC(C)C(/C=N/N=C(N)N)C(C)C1 (stereo not given) | -4 | -1.0 | -5 | 31 | -5 | 0 | -12 | 13 | 27
NS(=O)(=O)c1ccc(NC(=S)Nc2ccc(Br)c(Cl)c2)cc1 | -3 | -0.3 | 0 | 11 | 42 | 27* | 43* | 56* | 16
CC1(C(=O)OCC(=O)NCCNC(=O)COC(=O)C2(C)CC2(Cl)Cl)CC1(Cl)Cl (stereo not given) | 10 | -0.8 | -5 | 4 | 15 | -3 | 6 | 16 | 8

Three compounds from above, ordered by their value in UPR XBP1 act, low to high:
SMILES | UPR XBP1 act
CC1(C(=O)OCC(=O)NCCNC(=O)COC(=O)C2(C)CC2(Cl)Cl)CC1(Cl)Cl (stereo not given) | -5
CCN(Cc1ccccc1)C(=O)C1CCC(CNc2c(N3CCOCC3)c(=O)c2=O)CC1 (stereo not given) | -2
CNC(=S)N/N=C/c1ccc(OCC(=O)Nc2c(C)cc(C)cc2C)c(OC)c1 | -1

Following part
SMILES | APJ agonist | CHOP UPR activ | UPR XBP1 act | NALP3 yeast inh | tim23-1 inh | GRIN3A LBD mod | TIM10 inh | tim10-1 inh | Mdm2-MdmX inh
C[C@H](CO)N1C[C@H](C)[C@@H](CN(C)S(C)(=O)=O)Oc2ccc(NC(=O)Nc3ccc4c(c3)OCO4)cc2C1=O | -2 | 0.0 | 2 | 17 | -3 | -1 | 7 | 5 | 10
CSc1ccccc1C(=O)Nc1ccc(C)c(C)c1 | -3 | 0.9 | 3 | 42 | 14 | 2 | 24 | -29 | -30
Cc1ccccc1NS(=O)(=O)c1ccc2c3c(cccc13)C(=O)N2C | 7 | 2.3 | -4 | 8 | 0 | 2 | -4 | -15 | 53*
CCc1ccc(NC(=O)CCc2nnc3ccc(N4CCC5(CC4)OCCO5)nn23)cc1 | 4 | 2.6 | -3 | 12 | 4 | 11* | 5 | 5 | 10
COC(=O)c1ccc(N2C(=O)CC(N3CCOCC3)C2=O)cc1 (stereo not given) | -5 | -2.6 | -1 | 18 | 12 | 1 | 5 | 1 | 21
CC(=O)C1C(=O)c2c(cccc2[N+](=O)[O-])C1=Nc1ccc(S(N)(=O)=O)cc1 (stereo not given) | 4 | -2.7 | -1 | 10 | 16 | -1 | 1 | 8 | 18
CC1CN(C(=O)CCC(=O)NCCc2ccccc2)c2ccccc2O1 (stereo not given) | -6 | 3.1 | 1 | 3 | 16 | -1 | 1 | 16 | -21
CN(C(=O)CCNC(=O)Cn1ccc2ccccc2c1=O)c1ccc(Br)cc1 | -3 | -1.2 | 2 | 8 | 2 | -2 | -8 | 1 | 7
COC(=O)c1sccc1NC(=O)Cn1nnc(-c2ccc(C)cc2)n1 | -4 | -1.4 | -2 | 23 | -9 | 1 | 4 | 11 | -2
COc1ccc(-c2nnc(SCC(=O)N/N=C/c3ccccc3C(=O)O)n2-c2ccccc2)cc1 | -4 | -0.2 | 3 | -5 | 15 | -2 | 19 | 19 | 23
O=C(NCc1ccc2c(c1)OCO2)C1CCCN1C(=O)Nc1ccc(Cl)cc1 (stereo not given) | -2 | -0.5 | -1 | 3 | -2 | 1 | -20 | -3 | 3
CCOc1ccc(S(=O)(=O)N2CCC(C(=O)N3CCN(C)CC3)CC2)cc1Cl | -4 | -1.7 | -3 | 8 | -5 | -1 | -4 | -18 | 8
COc1ccc(/C=C/C(=O)Oc2cccc(/C=N/NC(=O)Cc3ccc(Br)cc3)c2)cc1 | 0 | 21 | 15 | 17 | -15 | 4 | 2 | -3 | 32
CCOc1ccc(/C=C/C(=O)Nc2ccc(N3CCOCC3)cc2)cc1 | 4 | -0.7 | 3 | 14 | 2 | -23 | -26 | -7 | 47
CCOC(=O)c1ccc(NC(=O)CSc2nnc(NC(=O)c3ccc(S(=O)(=O)N4CCOCC4)cc3)s2)cc1 | -1 | 2.2 | -2 | 18 | -15 | 37* | -7 | -1 | -12
O=C(NC(=S)NNC(=O)c1cccs1)c1ccco1 | -4 | -0.9 | -1 | 15 | -23 | -1 | 16 | 9 | 14
Cc1ccc(-c2nnc(-c3ccc(NC(=O)Cc4cccs4)cc3)o2)cc1 | 1 | 41* | 142* | 15 | 14 | -2 | -4 | 7 | 78*
CC(C)NC(=O)CN(CCc1ccccc1)S(C)(=O)=O | -1 | 2.4 | -2 | 18 | 16 | -1 | 9 | 7 | -19
Nc1c(C(=O)c2ccccc2)oc2ccc([N+](=O)[O-])cc12 | 0 | 5.2 | 4 | 30 | 11 | -1 | -10 | 3 | -41
Cc1cc(OCc2cc(C(=O)N(C)CCOc3ccccc3)no2)cc(C)c1Cl | -6 | 0.1 | -6 | 8 | 20 | -6 | -3 | 20 | 22
C=CCN1c2ccccc2[C@]23C[C@@H](C(=O)OC)N(C(=O)c4cc(C)oc4C)C2=NC(C(=O)OC)=C(C(=O)OC)[C@H]13 | 1 | 1.4 | -3 | 4 | 22 | 0 | 22 | 19 | 12
COc1ccc(/C=C2\Oc3cc(OCC(=O)N4CCC[C@H]4C(=O)O)ccc3C2=O)c(OC)c1OC | -4 | -0.2 | 0 | 5 | 11 | -6 | 7 | 8 | -12
CCN(CC)S(=O)(=O)c1ccc(/C=C/C(=O)OCC(=O)Nc2cccc3ccccc23)cc1 | -3 | -0.3 | -3 | 9 | 11 | -3 | 17 | 20 | -9
O=C1N=C(N2CCCC2)S/C1=C\c1cccc(Br)c1 | -5 | 0.9 | 0 | 7 | 27 | 1 | 8 | 27 | 7
CCOC(=O)c1ccc(NC(=S)N2CCN(CCO)CC2)cc1 | -4 | 0.7 | 5 | 8 | -2 | -4 | -3 | -2 | -1
NCCSc1c(-c2ccc(Cl)cc2)[nH]c2ccccc12 | 10 | 0.1 | -1 | 31 | -438 | 0 | -287 | -149 | 16
CCN(CC(=O)NCc1cccs1)c1nnnn1-c1ccccc1 | 0 | 3.5 | 1 | -2 | -62 | -1 | -41 | -19 | 22
Cc1cccc(C(=O)Nc2ccc3ccccc3c2)c1 | -4 | 5.2 | -3 | 40 | 18 | 9 | 20 | 1 | -212
O=C1Nc2cc(Cl)c(Cl)cc2N(O)N1c1ccc(Cl)c(Cl)c1 | 4 | 0.2 | -2 | 18 | 11 | 2 | -7 | -2 | 0
CCOCCCN(C(=O)Cn1nnc(-c2ccc(OC)c(OC)c2)n1)C(CC)C(=O)NC1CCCC1 (stereo not given) | -2 | 0.1 | -1 | 7 | 14 | 0 | 17 | 12 | 13
O=[N+]([O-])c1ccn(-c2nc(-c3cccs3)cc(C(F)(F)F)n2)n1 | 0 | 5.4 | 4 | 12 | 9 | 0 | 3 | 26 | 10
CC1=NN(C(N)=S)C(=O)C1N=Nc1c(Br)cc(Br)cc1Br (stereo not given) | -4 | 1.2 | 0 | 36 | 60* | 2 | 45* | 35 | -20
CCOc1cc(/C=N\NC(=O)c2ccc(NC(=O)C(C)(C)C)cc2)ccc1OC(=O)c1ccc(C)cc1 | -3 | 5.8 | 5 | 5 | -5 | -2 | -12 | 19 | 34
O=C(NCCCN1CCOCC1)c1cc(C(=O)C2CCCCC2)c[nH]1 | 3 | -1.2 | 0 | 1 | 26 | -2 | -10 | -2 | 9
Cc1ccc(C(=O)NC2CCN(S(=O)(=O)c3ccc(C)cc3)CC2)cc1 | -5 | 1.3 | 1 | 2 | -10 | 2 | -6 | 13 | 31
O=C(COC(=O)Cc1ccc(Cl)cc1Cl)Nc1ccccc1OC(F)F | 0 | -0.5 | -3 | 23 | 12 | -14 | -4 | 14 | 11
Cc1ccc(/C=C/C(=O)N2CCC(Cc3ccccc3)CC2)cc1 | 0 | 2.7 | 0 | 22 | 35 | -4 | 22 | 36 | 18
O=C(c1ccco1)N1CCN(S(=O)(=O)c2cccc(C(F)(F)F)c2)CC1 | -3 | -1.2 | -1 | -9 | 1 | 0 | 8 | 25 | 15

From PubChem BioAssay
